UBC13 polyUb: blocks human UBC13 polyubiquitin chain formation | AID 485273 | P61088 | inhibition, % at 20 µM | 330,000 tested, 0.47% active | TR-FRET; in the data active = inhibition above about 45%, passing the limit was not always enough
Target sequence (P61088 whole entry, looked up): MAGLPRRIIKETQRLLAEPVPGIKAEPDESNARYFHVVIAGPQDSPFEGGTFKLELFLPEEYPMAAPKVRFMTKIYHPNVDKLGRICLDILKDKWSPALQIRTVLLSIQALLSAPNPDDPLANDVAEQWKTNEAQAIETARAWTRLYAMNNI
SENP7 inh: blocks the human protease SENP7 | Q9BQF6 | recombinant SENP7, Z-RLRGG-aminoluciferin luminescence, 40 min | inhibition, % at 5 µM | 330,000 tested, 1.5% active | AID 434973;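 active = inhibition above about 50% at the single test dose, limit read from the data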;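 also: plate controls were DMSO with enzyme for no effect and no enzyme buffer wells for full effect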
Gli-Sufu block: blocks Gli-Sufu signaling in a luciferase reporter; Sufu-KO-LIGHT fibroblasts, Gli luciferase reporter luminescence; 340,000 tested, 0.74% active; inhibition, % at 5 µM;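 active = inhibition above about 55%, limit read from the data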;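 also: 0% = DMSO-treated cells and 100% = wells with medium but no cells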
Jurkat NFkB inh: lowers PMA/ionomycin-induced NF-kB signal in Jurkat cells; PMA/ionomycin-induced NF-kB luciferase reporter, luminescence; AID 435003; inhibition, % at 4 µM; 330,000 tested, 0.53% active
Apaf-1 inh: blocks human Apaf-1 apoptosome activity; O14727; reconstituted apoptosome caspase-3 activity, DEVD-Rh110 fluorescence; inhibition, % at 20 µM; 330,000 tested, 0.71% active; AID 489030; active = inhibition of at least 40% at 20 µM;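 also: plate controls were DMSO wells for no effect and DEVD-CHO caspase inhibitor wells for full effect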
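Assay system: Apoptosome proteins | Medium: pH 7.5 Hepes buffer with CHAPS, BSA, DTT | Also added: Cytochrome c and DEVD-Rh110 substrate | Times: 30 min plus 50 min, RT | Detection: Rhodamine 110 fluorescence at Ex 480/Em 540 nm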
SENP8 block: inhibitors of human SENP8 protease; Q96LD8; purified SENP8, Z-RLRGG-aminoluciferin cleavage, luminescence; 330,000 tested, 1.2% active; inhibition, % at 10 µM
697 NFkB inh: lowers PMA/ionomycin-induced NF-kB signal in 697 B cells | 697 B-cell NF-kB luciferase reporter, 16 h | inhibition, % at 4 µM | 330,000 tested, 0.33% active; in the data active = inhibition above about 35%
HKDC1 inh: blocks human hexokinase HKDC1 activity; Q2TB90; recombinant HKDC1, G6PDH/diaphorase resazurin coupled fluorescence; inhibition, % at 20 µM; 340,000 tested, 0.16% active; AID 493160;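 active = inhibition above about 35% when tested at 20 µM, limit read from the data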;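 also: plate controls were DMSO wells with enzyme for no effect and DMSO wells lacking enzyme for full effect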
Target sequence (Q2TB90 whole entry, looked up): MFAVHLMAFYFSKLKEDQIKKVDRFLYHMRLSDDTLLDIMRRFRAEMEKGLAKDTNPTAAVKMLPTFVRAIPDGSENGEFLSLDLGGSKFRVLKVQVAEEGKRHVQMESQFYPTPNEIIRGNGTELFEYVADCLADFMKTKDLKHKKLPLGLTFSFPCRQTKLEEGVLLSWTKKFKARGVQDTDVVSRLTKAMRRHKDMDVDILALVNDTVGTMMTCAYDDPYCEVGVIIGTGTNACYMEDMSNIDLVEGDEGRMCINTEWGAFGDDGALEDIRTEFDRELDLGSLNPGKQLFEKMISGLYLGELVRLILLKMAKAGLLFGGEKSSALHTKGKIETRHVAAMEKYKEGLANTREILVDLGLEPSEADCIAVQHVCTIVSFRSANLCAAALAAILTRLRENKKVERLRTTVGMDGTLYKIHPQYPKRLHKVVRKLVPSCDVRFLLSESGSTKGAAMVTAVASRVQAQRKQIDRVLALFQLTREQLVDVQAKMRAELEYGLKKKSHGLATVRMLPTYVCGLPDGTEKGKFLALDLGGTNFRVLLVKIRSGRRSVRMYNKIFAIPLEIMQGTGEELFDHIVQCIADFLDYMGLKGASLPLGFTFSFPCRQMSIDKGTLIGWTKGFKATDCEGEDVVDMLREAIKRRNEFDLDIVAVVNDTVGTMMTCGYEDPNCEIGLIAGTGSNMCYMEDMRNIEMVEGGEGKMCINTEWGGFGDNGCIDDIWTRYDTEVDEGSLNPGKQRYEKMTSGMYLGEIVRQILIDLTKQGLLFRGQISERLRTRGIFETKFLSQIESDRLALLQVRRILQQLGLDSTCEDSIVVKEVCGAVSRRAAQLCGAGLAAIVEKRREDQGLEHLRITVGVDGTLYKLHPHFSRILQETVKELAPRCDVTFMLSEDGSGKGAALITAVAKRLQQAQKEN
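Test system: HK5 enzyme. Quantity: 5 µg/mL HK5 final. Reagent: glucose and ATP substrates. Schedule: 90 min reaction incubation at room temperature, dark. Technique: resazurin-to-resorufin fluorescence via G6PDH and diaphorase coupling, 525/613 nm. Control set: DMSO wells with and without enzyme mix.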
* marks the source's active call; other numbers are inactive results; / = no result given. Rule as the data show it, unless noted: active = inhibition above about 50%; inactive = the rest. No enrichment for hits; overall some 3.6% were active at least once.

SMILES | UBC13 polyUb | SENP7 inh | Gli-Sufu block | Jurkat NFkB inh | Apaf-1 inh | SENP8 block | 697 NFkB inh | HKDC1 inh
Cc1ccc(C2(C(F)(F)F)NC(=O)N3CCCN=C3S2)cc1 (configuration not stated) | 6 | 1 | -2 | 52* | -3 | 11 | 2 | -10
Cc1noc(C)c1COC(=O)[C@@H](NC(=O)c1ccccc1)C(C)C | 4 | 3 | -12 | 2 | -2 | -5 | -2 | -1
COc1ccc2c(c1)CC/C(=C\C=C\c1ccccc1)C2=O | -6 | 17 | -13 | -22 | 24 | 0 | -51 | 20
Cc1ccc(S(=O)(=O)CC(=O)N2CCN(c3cccc(C(F)(F)F)c3)CC2)cc1 | -2 | 3 | -6 | 10 | 12 | 8 | 12 | 1
COc1cc(OC)c2ccc(=O)oc2c1C(CCN1CCOCC1)c1ccc2c(c1)OCO2 (configuration not stated) | / | 1 | 2 | / | 12 | / | 21 | -5
COc1cccc(C(=O)OCC(=O)Nc2cc(C)on2)c1OC | 16 | -2 | 9 | 10 | -3 | -6 | -6 | 3
Cc1cc(-c2ccccc2)nc2c(Br)c(C(=O)O)nn12 | 4 | -4 | 1 | 1 | -8 | 6 | 11 | 6
CC(C)(Oc1ccc(CCNC(=O)c2ccc(-c3ccccc3)o2)cc1)C(=O)O | -12 | 3 | 1 | -7 | 1 | 1 | 7 | -2
CN1CCN(c2nc3ccccc3nc2NS(=O)(=O)c2ccc(Br)cc2)CC1 | 13 | 3 | 4 | -1 | -2 | -9 | -5 | -5
CN(C(=O)COC(=O)c1ccc(Cl)cc1N)C1CCS(=O)(=O)C1 (configuration not stated) | 12 | 5 | -1 | 18 | -5 | 10 | 10 | -5
C[C@H](CO)N1C[C@H](C)[C@@H](CN(C)S(=O)(=O)c2ccccc2)Oc2c(NC(=O)Nc3ccc(C(F)(F)F)cc3)cccc2C1=O | 52* | -2 | 6 | 6 | 14 | 6 | 1 | -1
Nc1ccc(N=Nc2ccc(N)cc2)cc1 | -119 | -3 | -32 | -96 | 9 | -16 | -246 | -4
Cc1nc(N2CCC(C)CC2)c2oc3ccccc3c2n1 | -5 | -11 | 10 | 10 | 27 | -8 | -37 | -2
O=Cc1cn[nH]c1-c1ccccc1 | 5 | -1 | -6 | -1 | -14 | -12 | 18 | 14
O=C(O)c1ccc(CN2C(=O)c3ccc(Oc4ccc([N+](=O)[O-])cc4)cc3C2=O)cc1 | -13 | -10 | -7 | -7 | 8 | -9 | -26 | -4
COc1ccc(CNC(=O)CCC(=O)c2ccc(F)cc2)cc1OC | -7 | -2 | 10 | -2 | 7 | -14 | 8 | -6
CCOc1ccc([C@@H]2CC=C(C(=O)O)[C@H](c3cccc(Cl)c3)N2S(=O)(=O)c2ccc(C)cc2)cc1 | -20 | 3 | 11 | 20 | 4 | 7 | 12 | -2
COc1ccc(N2CCOCC2)c(NC(=O)c2cccnc2)c1 | 3 | -3 | 9 | 15 | 4 | -1 | 6 | -3
CN(C)CCN(C(=O)c1ccc2c(c1)CCCC2)c1nc2cc3c(cc2s1)OCCO3 | 41 | 14 | 29 | -69 | 44* | -10 | 2 | 24
COc1ccc(C2=Nc3ccc(Br)cc3C(c3ccccc3)N2CC(=O)NN)cc1 (configuration not stated) | 8 | -1 | -3 | -9 | 7 | -11 | 5 | -8

Already shown: entries from further up.
SMILES | UBC13 polyUb | SENP7 inh | Gli-Sufu block | Jurkat NFkB inh | Apaf-1 inh | SENP8 block | 697 NFkB inh | HKDC1 inh
Cc1cc(-c2ccccc2)nc2c(Br)c(C(=O)O)nn12 | 4 | -4 | 1 | 1 | -8 | 6 | 11 | 6
CC(C)(Oc1ccc(CCNC(=O)c2ccc(-c3ccccc3)o2)cc1)C(=O)O | -12 | 3 | 1 | -7 | 1 | 1 | 7 | -2
CN1CCN(c2nc3ccccc3nc2NS(=O)(=O)c2ccc(Br)cc2)CC1 | 13 | 3 | 4 | -1 | -2 | -9 | -5 | -5
CN(C(=O)COC(=O)c1ccc(Cl)cc1N)C1CCS(=O)(=O)C1 (configuration not stated) | 12 | 5 | -1 | 18 | -5 | 10 | 10 | -5
C[C@H](CO)N1C[C@H](C)[C@@H](CN(C)S(=O)(=O)c2ccccc2)Oc2c(NC(=O)Nc3ccc(C(F)(F)F)cc3)cccc2C1=O | 52* | -2 | 6 | 6 | 14 | 6 | 1 | -1
Nc1ccc(N=Nc2ccc(N)cc2)cc1 | -119 | -3 | -32 | -96 | 9 | -16 | -246 | -4
Cc1nc(N2CCC(C)CC2)c2oc3ccccc3c2n1 | -5 | -11 | 10 | 10 | 27 | -8 | -37 | -2
O=Cc1cn[nH]c1-c1ccccc1 | 5 | -1 | -6 | -1 | -14 | -12 | 18 | 14
O=C(O)c1ccc(CN2C(=O)c3ccc(Oc4ccc([N+](=O)[O-])cc4)cc3C2=O)cc1 | -13 | -10 | -7 | -7 | 8 | -9 | -26 | -4
COc1ccc(CNC(=O)CCC(=O)c2ccc(F)cc2)cc1OC | -7 | -2 | 10 | -2 | 7 | -14 | 8 | -6
CCOc1ccc([C@@H]2CC=C(C(=O)O)[C@H](c3cccc(Cl)c3)N2S(=O)(=O)c2ccc(C)cc2)cc1 | -20 | 3 | 11 | 20 | 4 | 7 | 12 | -2
COc1ccc(N2CCOCC2)c(NC(=O)c2cccnc2)c1 | 3 | -3 | 9 | 15 | 4 | -1 | 6 | -3
CN(C)CCN(C(=O)c1ccc2c(c1)CCCC2)c1nc2cc3c(cc2s1)OCCO3 | 41 | 14 | 29 | -69 | 44* | -10 | 2 | 24
COc1ccc(C2=Nc3ccc(Br)cc3C(c3ccccc3)N2CC(=O)NN)cc1 (configuration not stated) | 8 | -1 | -3 | -9 | 7 | -11 | 5 | -8

(next part)
SMILES | UBC13 polyUb | SENP7 inh | Gli-Sufu block | Jurkat NFkB inh | Apaf-1 inh | SENP8 block | 697 NFkB inh | HKDC1 inh
Cc1cc(C)cc(OCc2nnc(SCC(=O)N3CCN(c4ccccc4)CC3)o2)c1 | 5 | 4 | 11 | 21 | 1 | -3 | -6 | -7
COc1ccc(C2=COc3ccccc3C(=O)N2)cc1 | 4 | 0 | -2 | 0 | -9 | -6 | -6 | -1
O=S1(=O)N=C(N(CCO)/N=C/c2ccc(Br)cc2)c2ccccc21 | 12 | 6 | 6 | 11 | 6 | -1 | 22 | -2
Cn1ncc([N+](=O)[O-])c1C(=O)Nc1ccc(-c2ccccc2)cc1 | -6 | 4 | -13 | -14 | -4 | 0 | -22 | -1
COc1cc(-c2noc(C)c2C(=O)NCC[C@@H]2CCCN2C)cc(OC)c1OC | 4 | 7 | -1 | -8 | 14 | -3 | -4 | 1
Cc1cc(C(=O)NC2CCCC(C)C2C)c2ccccc2n1 (configuration not stated) | -5 | -5 | 9 | 2 | 1 | -9 | 8 | 0
COc1ccc(C2(CN(C(C)=O)C(C)=O)CCCC2)cc1OC | 1 | 6 | 0 | -31 | 9 | -5 | -2 | -4
CC(C)N(Cc1nnc(-c2ccc(Cl)cc2)o1)C(=O)c1cc2ccccc2o1 | -1 | -7 | -6 | -3 | 18 | -4 | 2 | 2
CCOC(=O)N1CCC(N2Cc3cccc(C(=O)NCc4ccc5c(c4)OCO5)c3C2=O)CC1 | 14 | 5 | 7 | 3 | 0 | -1 | 16 | 13
C=CCn1c(SCCOc2ccc(OC)cc2)nnc1C(C)NC(=O)c1ccc(OC)cc1 (configuration not stated) | -6 | -8 | 4 | 10 | 14 | -5 | 9 | -7
CN1CCC(N(C)C(=O)c2cccc(S(=O)(=O)N3CCOCC3)c2)CC1 | 3 | 3 | -9 | 3 | -5 | 1 | 23 | -7
CCOc1cc(N2CCOCC2)c(OCC)cc1NC(=O)c1ccc(OCc2c(C)noc2C)c(OC)c1 | -9 | -2 | 8 | 11 | 6 | -5 | 1 | -12
COc1ccc(-c2noc(CN3CCC(Cc4ccccc4)CC3)n2)cc1 | 13 | -3 | -1 | 0 | 8 | 0 | -9 | -1
CC(C)C[C@H](NC(=O)C1CC(=O)N(c2ccc3c(c2)OCO3)C1)C(=O)NC1CCCCC1 (some centres not stated) | -1 | 2 | 7 | -11 | 4 | 0 | 8 | -2
CC(C)OC(=O)CSc1nc2ccccc2s1 | 8 | -4 | -8 | -8 | -8 | -2 | 11 | 3
COC(=O)[C@H](CCSC)NC(=O)Nc1ccc(C)cc1C | 6 | 4 | 4 | 12 | -12 | -6 | 23 | -13
CNC(=O)c1ccc(Nc2nc(-c3ccccc3)nc3ccccc23)cc1 | 7 | 11 | 3 | -6 | 15 | -8 | -14 | 6
CCCN1C2CCCC1CC(NC(=O)Nc1cccc(C(C)=O)c1)C2 (configuration not stated) | 6 | 1 | 7 | -4 | -1 | -1 | -22 | -4
CCCn1nnc(NC(=O)c2ccc(-c3cccc(Cl)c3)o2)n1 | -1 | 1 | -19 | -25 | -44 | 6 | -12 | 3
Cc1ccc(C(c2cc(Br)ccc2O)N2CCSCC2)cc1 (configuration not stated) | -6 | -1 | -4 | 12 | 4 | -2 | 5 | 0
Cc1cc(C)cc(NC(=O)C2CCN(S(=O)(=O)c3c(C)n[nH]c3C)CC2)c1 | 1 | -6 | -15 | -1 | 4 | 0 | 8 | -4
Cc1sc(NC(=O)c2cccs2)c(C(=O)OC(C)C)c1C | 19 | 9 | -4 | -13 | 15 | 6 | -16 | 6
Oc1[nH]c2ccccc2c1N=NC(=S)NCC1CCCO1 (configuration not stated) | 98* | 5 | -5 | 3 | 1 | -2 | 12 | 6
NC(c1ccccc1)c1ccncc1 (configuration not stated) | 6 | -1 | 1 | 21 | -1 | -2 | 2 | 5
COc1ccc([N+](=O)[O-])cc1NC(=O)Cc1noc2ccc(C)cc12 | -5 | -3 | 1 | -4 | -10 | -6 | 0 | 2
COc1ccc(NC(=O)c2cccnc2)c(OC)c1 | -2 | 0 | 0 | 5 | -5 | 4 | 3 | 10
OCCNc1c2ccccc2nc2ccccc12 | -19 | 3 | -16 | 35 | -4 | 4 | 20 | 0
COC(=O)[C@@H]1CCCN1C(=O)c1cc(COc2cccc3cccnc23)on1 | 2 | -1 | -6 | 1 | -4 | -2 | 11 | -4
Cc1cc(C)cc(Oc2ccc(C(F)(F)F)cc2C#N)c1 | -3 | -1 | 2 | -2 | 8 | -2 | 1 | 0
COc1cc(C(=S)N2CCN(c3ccccc3Cl)CC2)cc(O)c1O | 1 | -3 | -16 | 7 | 1 | 4 | -3 | 0
CNc1c([N+](=O)[O-])cnn1-c1ccccc1Cl | -3 | 1 | -19 | -23 | -9 | 2 | -22 | -6
CS(=O)(=O)N1CCN(C2C3CC4CC(C3)CC2C4)CC1 (configuration not stated) | 2 | -1 | 10 | 11 | 2 | -5 | -5 | -10
CCC(OC(=O)CN1C(=O)c2ccccc2C1=O)C(=O)NC1CCCC1 (configuration not stated) | 2 | -3 | -10 | -12 | 0 | 8 | 7 | -4

A second format for some results above:
Below each compound: UBC13 polyUb | SENP7 inh | Gli-Sufu block | Jurkat NFkB inh | Apaf-1 inh | SENP8 block | 697 NFkB inh | HKDC1 inh
Cc1cc(C)cc(Oc2ccc(C(F)(F)F)cc2C#N)c1
  -3 | -1 | 2 | -2 | 8 | -2 | 1 | 0
COc1cc(C(=S)N2CCN(c3ccccc3Cl)CC2)cc(O)c1O
  1 | -3 | -16 | 7 | 1 | 4 | -3 | 0

Copied from the list:
`CCC(OC(=O)CN1C(=O)c2ccccc2C1=O)C(=O)NC1CCCC1` (configuration not stated) in SENP8 block reads 8
`CNc1c([N+](=O)[O-])cnn1-c1ccccc1Cl` in Jurkat NFkB inh reads -23

Assay outcomes as filed in PubChem BioAssay.
